# TAG inh: inhibitors of triacylglycerol accumulation, primary screen, cell-based, uHTS, fluorescence, H9c2; H9c2 cells, Nile Red lipid (TAG) fluorescence; cells loaded with 200 µM oleic acid; actives 0.66% (n = 230,000); AID 651582, 2012; inhibition, % at 12.5 µM;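 active means pattern-corrected inhibition of lipid staining of at least 50% with the nuclear-stain viability signal not falling by more than 50%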;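 further: 0% = DMSO wells and 100% = triacsin C control wells; some results filed as inactive read as strong as hits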
# TAG inh DAPI viability: second read-out of TAG inh, no call of its own (marks repeat the call); DAPI nuclei signal change (viability), lower = more cytotoxic, %;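 whole-well DAPI fluorescence read on a plate reader as a viability signal; minus 50 percent equals half of cells still viable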
# Active calls of the source: *. A portion of the library, so the mix of outcomes need not match the whole.
# Second line of a record – TAG inh DAPI viability | TAG inh
> Cc1cc2ccccc2n1CCNC(=O)Cc1cccc2ccccc12
 : -8 | 8
> CCCCCCC(=O)Nc1nc(C)c(-c2csc(Nc3cc(OC)ccc3OC)n2)s1
 : 2 | 43
> COCCCNC(=S)N1CCN(c2ccccc2)CC1
 : 0 | -17
> Cc1ccc(NC(=O)CN2C(=O)CSC2=O)cc1
 : -9 | 4
> Cc1ccc(/C=C2\S/C(=N/S(=O)(=O)c3cccs3)NC2=O)cc1
 : 57 | 7
> COCCSc1nnc(NC(=O)c2ccco2)s1
 : -3 | 12
> COc1ccc(-n2c(SCC#N)nnc2-c2ccc(NS(=O)(=O)c3ccc(C)cc3)cc2)cc1
 : -9 | 6
> O=C(CC(c1ccccc1)c1ccccc1)Nc1ccncc1
 : 5 | -11
> O=S(=O)(c1ccc(Cl)cc1)N1CCNCC1
 : 5 | 2
> COc1cc(/C=N\NC(=O)c2ccc(C)nc2)ccc1OC(=O)c1ccc2c(c1)OCO2
 : -1 | 0
> CN1CCN(C(=O)C23CC4CC(C)(CC(C)(C4)C2)C3)CC1
 : 7 | 4
> O=C(/C=C/c1cccc(Cl)c1)c1ccc([N+](=O)[O-])o1
 : -67 | 95
> Cc1ccccc1CN1[C@@H](Cc2ccccc2)COCCS1(=O)=O
 : -1 | -7
> Cc1[nH]c2ccccc2c1C(C[N+](=O)[O-])c1cccc(O)c1 (stereo not drawn)
 : 8 | -14
> CC(C)(C)NC(=O)C[C@H]1C[C@H](C(=O)N2CCOCC2)[C@@]2(C)c3[nH]c4ccc(Cl)cc4c3CCN2C1=O
 : -6 | 12
> COc1ccc(/C=C2\Oc3cc(OC(=O)N4CCOCC4)ccc3C2=O)cc1
 : 4 | -11
> O=C(NCc1ccc2c(c1)OCO2)C1CCN(Cc2cnn(-c3ccccc3)c2-n2cccc2)CC1
 : 15 | -4
> CC(=O)Nc1ccc(NC(=O)COC(=O)c2ccccc2C(=O)c2ccccc2)cc1
 : 1 | -9
> COc1ccc(-c2cc(C(=O)O)nc3ccc4ccccc4c23)cc1OC
 : -2 | -1
> COCc1c(C(=O)OCc2c(C)noc2C)oc2ccccc12
 : -11 | 1
> CCCOC(=O)CSC1=C(C#N)C(c2ccccc2Cl)CC(=O)N1 (stereo not drawn)
 : 1 | 9
> CCCCc1nc(S(=O)(=O)c2ccc(Cl)cc2)c(N2CCOCC2)o1
 : -11 | 24
> CCn1cc(Cl)c(C(=O)Nc2cc(C(=O)OC)cc(C(=O)OC)c2)n1
 : 3 | 7
> O=C(CSc1nnc(-c2ccc(NS(=O)(=O)c3ccccc3)cc2)o1)NCC1CCCO1 (stereo not drawn)
 : 1 | 5
> O=C(COC(=O)c1cc(S(=O)(=O)N2CCOCC2)cs1)c1ccccc1
 : 2 | 1
> COc1ccc(-n2c(SCC(=O)Nc3ccc(Cl)cc3)nc(O)c(Cc3ccccc3)c2=O)cc1
 : 5 | 14
> O=C(O)COc1ccccc1/C=N/NC(=O)CSc1nc2ccccc2c(=O)n1-c1ccccc1
 : 9 | -8
> Cc1ccccc1OCC1CN(CN2CCOCC2)C(=O)O1 (stereo not drawn)
 : -12 | 4
> C#CCOCCOCCOCCNc1nc(N2CCN(C(=O)[C@H](CCCCN)n3cc(CCC(=O)O)nn3)CC2)nc(N2CCN(C(=O)[C@H](CCCCN)n3cc(CC(C)O)nn3)CC2)n1 (stereo partly drawn)
 : -3 | 20
> O=C(CCC1CCCC1)N1CCC(N2CCN(c3ccccc3)CC2)CC1
 : 4 | -11

# (more compounds)
# Second line of a record – TAG inh DAPI viability | TAG inh
> c1cncc(CN2CCN(c3cc(-c4cnc5ccccc5c4)nc4ccnn34)CC2)c1
 : 3 | 1
> Clc1ccc(-c2cn3cccnc3n2)cc1
 : 9 | 6
> CCOc1ccc(OCCC(=O)Nc2cccc(S(=O)(=O)N3CCCC3)c2)cc1
 : 2 | 7
> CCOC(=O)C1CC(c2ccccc2)=NN1c1ccccc1 (stereo not drawn)
 : 102 | -18
> CCOc1cnc(C(=O)NNC(=O)c2ccccc2Br)o1
 : -8 | 10
> Cc1ccccc1NC(=O)c1ccc(OCC(=O)Nc2ccccc2F)cc1
 : 7 | -33
> CC12CC3(C)CC(C)(C1)CC(C(=O)NC(=S)N1CCCC1)(C2)C3
 : -6 | -12
> CC(C)NC(=O)c1ccc(NC(=O)CC2SC(N3CCCC3)=NC2=O)cc1 (stereo not drawn)
 : -13 | 8
> Cc1ccc(S(=O)(=O)N2CCN(CC(=O)NCC3(N4CCOCC4)CCCCC3)CC2)cc1
 : -5 | 18
> COc1cc(Cl)ccc1OC1(C)CCN(Cc2ccc(-c3ccccn3)cc2)C1 (stereo not drawn)
 : 5 | -16
> O=C(CSc1ccc2c(c1)OCCO2)Nc1cccnc1
 : 10 | -19
> COc1ccccc1C(=O)NC(=O)COC(=O)C1CCC1
 : -2 | -5
> Cc1ccc(OCC(=O)OCc2nc3scc(-c4ccccc4)c3c(=O)[nH]2)cc1C
 : 2 | 2
> Cc1ccc(C(=O)Nc2ccccc2-c2ccccc2)cc1S(=O)(=O)Nc1ccccc1
 : 3 | -11
> COC(=O)c1ccc(CNC(=O)c2cc3ccccc3oc2=O)cc1
 : -8 | -2
> CC(C)C(=O)N1CCC2(CC1)Oc1ccc(Cl)cc1C(=O)C21CC(c2cccnc2)=NO1 (stereo not drawn)
 : 2 | -10
> O=C(O)CSc1nnc(-c2ccncc2)n1C1CCCCC1
 : -1 | -3
> CCOC(=O)C1=C(C)C(c2ccc(OC)cc2)NC(=O)N1 (stereo not drawn)
 : 8 | -8
> CCOC(=O)C1CCCN(C(=O)C2CCN(S(=O)(=O)c3cnc[nH]3)CC2)C1 (stereo not drawn)
 : 16 | -3
> CCOC(=O)c1c(CSC(=N)N)n(C)c2cc(Br)c(OC(C)=O)cc12
 : -6 | 21
> COc1ccc2[nH]c3c(N4CCC(O)(c5cccc(C(F)(F)F)c5)CC4)ncnc3c2c1
 : 1 | 13
> Cc1ccc([C@@H]2CC=C(C(=O)O)[C@H](c3cccc(Cl)c3)N2S(=O)(=O)c2ccc(C)cc2)cc1
 : 3 | -31
> O=C(Nc1ccc2ccccc2c1)c1ccc(Br)o1
 : -7 | 16
> COc1ccc(NC(=O)CSc2nnc(-c3cccnc3)o2)c(OC)c1
 : 5 | -13
> O=C(NN1C(=O)/C(=C\c2cccnc2)SC1=S)c1ccco1
 : 2 | 2
> O=C(CCCCCN1C(=O)CCC1=O)Nc1ccc2c(c1)OCCO2
 : -4 | -4
> COc1ccc(-c2noc(=O)n2CC(=O)N2CCC(Cc3ccccc3)CC2)cc1
 : 4 | -17
> COCc1cc(=O)n2[nH]c(-c3ccsc3-n3c(C)ccc3C)cc2n1
 : -2 | -15
> Cc1cc(NC(=O)CCS(=O)(=O)c2ccc(F)cc2)no1
 : -1 | -4
> S=C(NCc1cccnc1)Nc1ccc(Oc2ccc(Cl)cc2)cc1
 : -6 | -7

# (more compounds)
# Second line of a record – TAG inh DAPI viability | TAG inh
> CN(C)CC/C=C1\c2ccccc2Sc2cc(F)c(Cl)cc21
 : -29* | 62*
> O=C(CSc1ncc(-c2ccccc2)[nH]1)Nc1ccccc1F
 : 13 | -27
> COc1ccc(-c2nnc3sc(-c4cccs4)nn23)cc1OC
 : 8 | -1
> O=P(COCCCCCOCP(=O)(c1ccccc1)c1ccccc1)(c1ccccc1)c1ccccc1
 : -4 | -34
> CCCOc1ccc(Cc2c(O)nc(SC)[nH]c2=O)cc1C
 : -10 | 5
> Cc1cc(C)cc(OCC(=O)Nc2ccc(S(=O)(=O)Nc3ccccn3)cc2)c1
 : 6 | -9
> CCS(=O)(=O)NCCc1csc(-c2ccc(OC)c(OC)c2)n1
 : 3 | -3
> Cc1cccc(C)c1N(CC(=O)Nc1cccc(N(C)S(C)(=O)=O)c1)S(C)(=O)=O
 : 11 | -4
> CCc1ccccc1NC(=S)N(Cc1ccco1)C(C)c1cccs1 (stereo not drawn)
 : 1 | -9
> O=C(COC(=O)C1CSC2(c3ccc(F)cc3)CCC(=O)N12)NC(=O)NC1CCCC1 (stereo not drawn)
 : -8 | 5
> CCCC(c1nnnn1C1CCCC1)N1CCN(c2ccccc2F)CC1 (stereo not drawn)
 : -10 | 9
> CCCC(=O)Nc1cccc(NC(=O)Cc2ccc(Cl)cc2)c1
 : 2 | -7
> CCOC(=O)c1c(NC(=O)COc2ccccc2OCC)sc2c1CC(C)(C)NC2(C)C
 : -15 | 36
> COC(=O)CC/C(O)=C1\C(=O)CC(C)(C)CC1=NCc1nc2ccccc2[nH]1
 : 4 | -10
> COCCCC1CCN(C(=O)CCc2nnc(CCCCc3ccccc3)o2)CC1
 : -4 | -12
> COc1ccc(NC(=O)c2cnc(SCC(=O)NCCc3ccccc3)n(C)c2=O)cc1
 : 1 | -12
> CCCCOc1ccc(C(=O)NCC(=O)NCC2CCCO2)cc1 (stereo not drawn)
 : 6 | 9
> NC(=O)c1ccc(NC(=O)CCN=C2NS(=O)(=O)c3ccccc32)cc1
 : 4 | -2
> Cc1sc2ncnc(SCC(=O)NNC(=O)COc3cccc4ccccc34)c2c1C
 : 2 | -4
> CC(C)C(=O)Nc1nnc(SCC(=O)NCc2cccs2)s1
 : -10 | 0
> NS(=O)(=O)c1ccc(C(=O)Nc2ccc(-c3nc4cccnc4s3)cc2)cc1
 : 16 | 2
> CCN(C(=O)COC(=O)c1c(C)c(-c2ccccc2)nc2ccccc12)C1CCS(=O)(=O)C1 (stereo not drawn)
 : -11 | 7
> CCc1ccc2nc(/N=C(\N)NC(=O)c3ccccc3)nc(C)c2c1
 : 11 | -4
> O=C(CN(c1ccccc1F)S(=O)(=O)c1ccccc1)N1CCCCCC1
 : 19 | -22
> COc1ccc(C(=O)NCC(C)CN(C)C)cc1 (stereo not drawn)
 : -8 | -2
> O=C(C1=C(O)C(=O)N(c2nc3ccc(Cl)cc3s2)C1c1ccco1)c1ccco1 (stereo not drawn)
 : -7 | 14
> O=C(NCCc1ccccc1)c1cccc(S(=O)(=O)NCc2ccccc2)c1
 : 4 | -7
> O=C(c1cn(-c2ccccc2)nc1-c1cccs1)N1CCN(c2ccccn2)CC1
 : -1 | -19
> CCCNC(=O)COC(=O)c1ccccc1C(=O)c1ccc(Cl)c([N+](=O)[O-])c1
 : -9 | 19
> CCc1nccn1S(=O)(=O)c1cc(OC)ccc1OC
 : -7 | 8

# (listing goes on)
# Second line of a record – TAG inh DAPI viability | TAG inh
> Cc1ccc(Cn2nnc3c(=O)n(CC(=O)NCc4ccccc4)cnc32)cc1
 : -3 | -2
> Cc1cc2c(c(N3CCOCC3)n1)C(=O)OC2
 : 0 | -10
> O=C(NC(=O)N1CCCC1)c1csnn1
 : 6 | -2
> O=C1c2ccccc2COc2ccc(O)cc21
 : -3 | 16
> COc1ccc(NC(=O)c2ccccc2S(=O)c2ccccc2C#N)cc1 (stereo not drawn)
 : -1 | 2
> N#Cc1ccc(CN2CCN(C(=O)CN3C(=O)NC4(CCCC4)C3=O)CC2)cc1
 : -6 | 1
> O=C(Nc1cccc(NC(=O)N2CCN(c3ccccc3)CC2)c1)N1CCN(c2ccccc2)CC1
 : 4 | 44
> CCC1S/C(=N/N=C/c2ccco2)N(Cc2ccc(F)cc2)C1=O (stereo not drawn)
 : -9 | -13
> Cc1cc(C)c(S(=O)(=O)Nc2ccccc2C(=O)OCC(=O)NCc2ccccc2)c(C)c1
 : 0 | -18
> Cc1ccc(/C=N/NC(=O)c2ccco2)cc1
 : -7 | 6
> O=C(CNC(=O)c1ccc(Br)o1)NNC(=O)c1ccc(Br)cc1
 : 40 | 10
> CCOC(=O)N1CCC(C(=O)Nc2ccc(OCC)cc2)CC1
 : 3 | 4
> Cc1ccc2c(CC(=O)N3CCN(c4ccccc4)CC3)coc2c1
 : -13 | -8
> CC(NC(=O)COc1ccccc1)C(=O)NCc1ccccc1Cl (stereo not drawn)
 : 2 | 11
> C/C(N)=C(/C#N)C(=O)COC(=O)c1cc2c(s1)CCCC2
 : 5 | -24
> CC(C)N1C(=O)CCC1C(=O)NCc1ccccc1Cl (stereo not drawn)
 : 6 | -10
> Cc1cccc(/C=C/C(=O)c2ccc(NC3=NCCCS3)cc2)c1
 : 3 | -12
> O=C(Nc1ccc(S(=O)(=O)N2CCCCC2c2cccnc2)cc1)c1ccccc1F (stereo not drawn)
 : -8 | 2
> CC(C)CN(C(=O)c1cccc(S(=O)(=O)N2CCN(Cc3ccccc3)CC2)c1)C1CCS(=O)(=O)C1 (stereo not drawn)
 : 2 | 8
> CC1CCCC(C)N1CCCNC(=O)Cn1cc2c(n1)CCCC2 (stereo not drawn)
 : -3 | -2
> CC1CCN(C(=O)Cn2cnc3c(cnn3C(C)(C)C)c2=O)CC1
 : -9 | 7
> CSc1n[nH]c(NCc2ccccc2)n1
 : 0 | -30
> O=c1c([N+](=O)[O-])cccn1Cc1ccccc1Cl
 : 1 | -13
> Cc1ccc(Nc2nnc(SCC(=O)Nc3cccc(S(=O)(=O)N4CCCCC4)c3)s2)cc1
 : 9 | -9
> COc1ccc2[nH]cc(C(=O)N3CCCCC3)c(=O)c2c1
 : -1 | 2
> CCc1ccccc1NC(=O)CNC(=O)c1ccc(OCc2cn3ccccc3n2)cc1
 : 0 | -2
> CCN1CCN(CCCNC(=O)CCC(=O)N2CC(C)Oc3ccc(C)cc32)CC1 (stereo not drawn)
 : 0 | 1
> O=C(NCc1ccncc1)c1cc(S(=O)(=O)N2CCOCC2)c(Cl)cc1Cl
 : 12 | 4
> CCOc1ccc2nc(SCC(=O)c3cccs3)sc2c1
 : -9 | -99
